# SKN-1 block = C. elegans SKN-1 inhibition; 0.49% of 360,000 active; C. elegans VP596 Pgst-4::GFP/RFP ratio, acrylamide-induced, 24 h; inhibition, % at 21.8 µM;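 active = interference check ratio from 0.5 to 1.5 plus GFP to RFP signal ratio inhibition reaching or exceeding a fixed threshold, cut at about 30% in these data, passing the limit was not always enough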; also: some compounds called inactive have numbers as strong as hits
# PABP1 MLLE inh = blocks PAM2 peptide binding to the PABP1 MLLE domain; GST-MLLE / FITC-PAM2 fluorescence polarization; AID 588489; 0.36% of 360,000 active; P11940; inhibition, % at 20 µM; in the data active = inhibition above about 35%, passing the limit was not always enough;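 also: plate controls were DMSO wells with GST-MLLE for no effect and wells lacking GST-MLLE protein for full effect; some results filed as inactive read as strong as hits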
# MsrA act = activators of bovine methionine sulfoxide reductase A | purified bovine MsrA, absorbance read-out | activation, % at 10.6 µM | 0.3% of 360,000 active; in the data active = activation above about 7.5%;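 also: 0% = vehicle and 100% = reference activator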
# Rin1-Abl PPI inh = human Rin1-Abl interaction inhibition. P00519+Q13671. TR-FRET Rin1/Abl binding, biochemical. inhibition, % at 7.35 µM. 0.4% of 360,000 active; in the data active = inhibition above about 5%, passing the limit was not always enough
# Neddylation inh = blocks human cullin neddylation | calls only at 25 µM | AID 651699 | TR-FRET cullin neddylation, biochemical | 0.58% of 360,000 active; in the data active = inhibition above about 36%
# NRP1-CendR mod = NRP-1/CendR interaction modulation. O14786. FAM-RPARPAR peptide binding to NRP-1, fluorescence polarization. inhibition, % at 25 µM. 0.85% of 360,000 active. AID 602438;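 active = inhibition or corrected inhibition above about 18%, plus a signal ratio from 0.5 to 1.5, limit read from the data, passing the limit was not always enough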; also: strong numbers were not always called active
# FAS-TE inh = blocks the thioesterase domain of human fatty acid synthase. AID 602261. P49327. recombinant FAS-TE, OMFH fluorogenic substrate, fluorescence endpoint. 0.67% of 360,000 active. inhibition, % at 15 µM;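 active = compounds whose normalised, plate-corrected inhibition of enzyme fluorescence in the single-dose primary screen is 50% or more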;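 also: 0% = DMSO with enzyme and 100% = substrate without enzyme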
# eLon inh = inhibitors of E. coli Lon protease | purified E. coli Lon protease, fluorescence polarization | P0A9M0 | inhibition, % at 7.94 µM | 0.42% of 360,000 active; in the data active = inhibition above about 13%, passing the limit was not always enough;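 also: 0% = enzyme with probe and DMSO and 100% = no enzyme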
# MT1-MMP act inh = blocks activation of human MT1-MMP. P50281. HT1080 RFP-PRO-GFP cells, GFP/RFP ratio fluorescence, overnight; percent of plate control window, DMSO zero. GFP/RFP ratio change, % at 20 µM. 0.061% of 360,000 active. AID 651647;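 active = GFP/RFP ratio change of at least 30% with cell ATP level not reduced by more than half and red fluorescence within 50% of control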; also: strong numbers were not always called active
#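 Read-out: GFP/RFP fluorescence ratio; Test system: RFP-PRO-GFP reporter HT1080 cells; Compound dosing: single-point 20 µM compound, 1% DMSO; Times: overnight compound exposure at 37 °C.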
# Numbers without * were called inactive; i = inactive; / = no result given.
# Start of the listing, in advance (2 entries):
SMILES,SKN-1 block,PABP1 MLLE inh,MsrA act,Rin1-Abl PPI inh,Neddylation inh,NRP1-CendR mod,FAS-TE inh,eLon inh,MT1-MMP act inh
O=C(NC1CCCCC1)c1cccc(S(=O)(=O)N2CCOCC2)c1,4,0,0,-1,i,0,-8,2,2
COc1ccc(OC)c(S(=O)(=O)NCc2cn3ccsc3n2)c1,5,-2,-11,-3,i,9,-7,5,4

# Results, previewed entries included:
SMILES,SKN-1 block,PABP1 MLLE inh,MsrA act,Rin1-Abl PPI inh,Neddylation inh,NRP1-CendR mod,FAS-TE inh,eLon inh,MT1-MMP act inh
O=C(NC1CCCCC1)c1cccc(S(=O)(=O)N2CCOCC2)c1,4,0,0,-1,i,0,-8,2,2
COc1ccc(OC)c(S(=O)(=O)NCc2cn3ccsc3n2)c1,5,-2,-11,-3,i,9,-7,5,4
CCOC(=O)c1ccc2nc(Nc3nc4ccc(F)cc4s3)sc2c1,0,-14,-4,3,i,2,-2,1,1
NC1=NC[C@@H](Cc2ccc(O)cc2)N1CCCCC1CCCCC1,14,-2,-1,2,i,31*,-30,-5,-2
CCOC(=O)CSc1nc2c(sc(=S)n2Cc2ccco2)c(=O)n1-c1ccc(F)cc1,15,12,-7,1,i,-8,26,7,0
O=C(Cn1cnc2ccccc2c1=O)NCCC(=O)N1CCN(c2ccccc2)CC1,-9,10,-2,-4,i,2,-7,1,2
CC1CCCC(NC(=O)COC(=O)c2cc(=O)[nH]c3ccccc23)C1C (configuration not stated),-2,12,-3,1,i,-8,9,-15,-2
Cc1cccc(N(CC(=O)N=Nc2c(O)[nH]c3ccccc23)S(C)(=O)=O)c1C,-8,-3,-5,-3,i,-2,6,-3,0
c1ccc(-c2cc(CSc3nc4ccccc4[nH]3)on2)cc1,-9,-15,-5,2,i,-12,9,-3,4
CNC(=S)Nc1sc2c(c1C(=O)OC)CCC2,-7,18,8.4*,-2,i,7,-1,-6,0
CCCCCCCCC(c1nc2ccccc2[nH]1)N1CCN=C1c1cc2ccccc2[nH]1 (configuration not stated),20,-14,5,1,i,-8,-88,-5,-4
Cc1nn(Cc2ccc(F)cc2)c(Cl)c1/C=N/NC(=O)c1cccnc1,-1,-11,-4,-1,i,10,-9,12,1
O=C(CN1CC(=O)Oc2ccccc21)OCC(=O)c1ccc(F)cc1,-5,9,1,-2,i,-9,1,-1,0
O=C(CCC1CCCN(C(=O)c2ccc3c(c2)OCO3)C1)NCc1ccc(F)c(F)c1 (configuration not stated),-2,9,-2,4,i,-21,-5,0,-1
Cc1c(Cl)cccc1NC(=S)Nc1ccc2[nH]c(=O)[nH]c2c1,-5,39,1,-3,i,-2,-1,0,2

# Exported with two lines to a compound: entries from further up.
# Sequence of screens: SKN-1 block	PABP1 MLLE inh	MsrA act	Rin1-Abl PPI inh	Neddylation inh	NRP1-CendR mod	FAS-TE inh	eLon inh	MT1-MMP act inh
> CCOC(=O)CSc1nc2c(sc(=S)n2Cc2ccco2)c(=O)n1-c1ccc(F)cc1
    15	12	-7	1	i	-8	26	7	0
> O=C(Cn1cnc2ccccc2c1=O)NCCC(=O)N1CCN(c2ccccc2)CC1
    -9	10	-2	-4	i	2	-7	1	2

# Next section
SMILES,SKN-1 block,PABP1 MLLE inh,MsrA act,Rin1-Abl PPI inh,Neddylation inh,NRP1-CendR mod,FAS-TE inh,eLon inh,MT1-MMP act inh
CCc1noc(C)c1C(=O)OCC(=O)Nc1nc(-c2ccc(F)c(F)c2)cs1,-27,1,-4,-3,i,1,9,6,-5
COC(=O)CSc1nnc(-c2ccc(S(=O)(=O)NCc3ccccc3Cl)cc2)o1,-3,-10,0,-2,i,9,-3,-6,-1
NS(=O)(=O)c1ccc(NC(=O)COC(=O)CCc2c[nH]c3ccccc23)cc1,-8,-4,-3,-2,i,2,3,4,3
Cc1ccc2c(CN3CCOCC3)cc(=O)oc2c1C,1,9,-1,1,i,12,-2,5,1
Cc1ccc(Cn2nc(C)c(NC(=O)c3cc(-c4ccco4)on3)c2C)cc1,2,-12,-4,-3,i,-29,-8,3,-4
CCN(CC(=O)Nc1c(F)cccc1F)C(=O)c1ccc2c(c1)S(=O)(=O)N=C1CCCCCN12,6,0,-3,4,i,3,-4,0,-1
Cc1cc(=O)[nH]c(SCC(=O)N(CCC#N)c2ccccc2)c1C#N,5,0,-3,2,i,-4,-2,6,2
Cc1ccccc1OCCCCCn1ccnc1,17,-14,-5,-1,i,8,-10,8,10
CN(C)/C=C(\C#N)C(=O)c1cccc(Oc2ccc(Br)cc2)c1,-30,4,-5,-1,i,12,18,-4,3
CCSc1nnc(NC(=O)CCC2CCCCC2)s1,-2,12,-7,-3,i,5,-4,7,2
CCCCn1c(=O)n(CC(=O)Nc2ccc(C)c(Cl)c2)c(=O)c2c1ncn2Cc1ccco1,-15,-24,-6,-1,i,-20,16,-11,-5
C[C@H]1CN([C@@H](C)CO)C(=O)CCCn2cc(nn2)CO[C@@H]1CN(C)C(=O)Nc1ccc(C(C)(C)C)cc1,12,16,-1,-1,i,16,-25,-6,5
Cc1cc(C)n(CC(=O)c2cccc([N+](=O)[O-])c2)n1,-10,1,-3,4,i,-1,-5,5,1
Cc1ccc(S(=O)(=O)NCCNC(=O)CN2CCCC2)cc1,-4,-6,-3,-3,i,4,-4,-8,-2
CC1(C2CC(C(F)(F)F)n3nc(C(=O)O)cc3N2)CC1 (configuration not stated),7,2,-4,1,i,8,-7,-9,-2
O=[N+]([O-])c1ccc(-c2nc(Nc3cccc(O)c3)c3ccccc3n2)cc1,16,-2,5,1,i,-3,56*,0,0
Cc1ccc2c(O)c(Cc3ccccc3)c(=O)[nH]c2n1,-6,4,-3,-6,i,-6,-2,-1,1
C/C(=N/NC(=O)NC12CC3CC(CC(C3)C1)C2)c1ccccc1,-24,12,-1,3,i,12,3,-1,-1
CCCn1c(SCC(=O)c2cc(OC)ccc2OC)nc2c1c(=O)n(C)c(=O)n2C,4,-3,-5,-2,i,-11,-4,-3,-1
CC(=O)Nc1ccc(NC(=O)CSc2cn(CC(=O)N3CCOCC3)c3ccccc23)cc1,7,26,-2,-2,i,12,-5,-4,-4
COc1ccc(/C=N/NC(=O)c2ccccc2)cc1CN1CCN(c2ccc(F)cc2)CC1,3,-20,-3,-2,i,-8,5,10,3
OCc1ccccc1-c1ccc2nncn2c1,7,11,-1,3,i,0,-9,-4,2
O=C1[C@H](Cc2ccccc2)NCCCC[C@H](c2ccc(Cl)cc2)N1Cc1ccc(Cl)cc1,12,1,-1,2,i,-3,29,-2,-14
Cc1cccc2[nH]c(CN(C)Cc3nc(CC4CC4)no3)nc12,-9,-2,-4,-2,i,8,-2,7,2
CC1CCCN(S(=O)(=O)c2ccc(C(=O)Nc3sc4c(c3C(N)=O)CCN(C)C4)cc2)C1 (configuration not stated),-1,-55,-10,-1,i,-30,-5,-127,/
C/C(=N\OC(=O)c1ccc(F)cc1)c1sc(-c2ccc(Cl)cc2)nc1C,-13,4,-3,-3,i,-2,-5,-3,-1
CCN1CCN(Cc2ccc(OCc3ccccc3)c(OC)c2)CC1,13,10,-2,6,i,-2,-7,-4,4
COc1ccc(C2=NOC(C(=O)Nc3cccc(O)c3)C2)cc1 (configuration not stated),-6,-7,-8,0,i,5,-7,-5,-1
O=C(NCCCn1ccnc1)c1sc2cccc(F)c2c1Cl,-12,4,-2,-1,i,-6,-9,-9,7
O=C(OCc1nc2ccccc2s1)c1ccc(Br)o1,0,-10,-8,3,i,2,11,-5,-1

# Among those listed so far, these contain a nitro group on carbon:
SMILES,SKN-1 block,PABP1 MLLE inh,MsrA act,Rin1-Abl PPI inh,Neddylation inh,NRP1-CendR mod,FAS-TE inh,eLon inh,MT1-MMP act inh
Cc1cc(C)n(CC(=O)c2cccc([N+](=O)[O-])c2)n1,-10,1,-3,4,i,-1,-5,5,1
O=[N+]([O-])c1ccc(-c2nc(Nc3cccc(O)c3)c3ccccc3n2)cc1,16,-2,5,1,i,-3,56*,0,0

# Some of these compounds in order of length of the SMILES, rising:
SMILES,SKN-1 block,PABP1 MLLE inh,MsrA act,Rin1-Abl PPI inh,Neddylation inh,NRP1-CendR mod,FAS-TE inh,eLon inh,MT1-MMP act inh
O=C(NCCCn1ccnc1)c1sc2cccc(F)c2c1Cl,-12,4,-2,-1,i,-6,-9,-9,7
Cc1ccc(S(=O)(=O)NCCNC(=O)CN2CCCC2)cc1,-4,-6,-3,-3,i,4,-4,-8,-2
c1ccc(-c2cc(CSc3nc4ccccc4[nH]3)on2)cc1,-9,-15,-5,2,i,-12,9,-3,4
COc1ccc(C2=NOC(C(=O)Nc3cccc(O)c3)C2)cc1 (configuration not stated),-6,-7,-8,0,i,5,-7,-5,-1
Cc1c(Cl)cccc1NC(=S)Nc1ccc2[nH]c(=O)[nH]c2c1,-5,39,1,-3,i,-2,-1,0,2
C/C(=N\OC(=O)c1ccc(F)cc1)c1sc(-c2ccc(Cl)cc2)nc1C,-13,4,-3,-3,i,-2,-5,-3,-1
CCCn1c(SCC(=O)c2cc(OC)ccc2OC)nc2c1c(=O)n(C)c(=O)n2C,4,-3,-5,-2,i,-11,-4,-3,-1

# (list continues)
SMILES,SKN-1 block,PABP1 MLLE inh,MsrA act,Rin1-Abl PPI inh,Neddylation inh,NRP1-CendR mod,FAS-TE inh,eLon inh,MT1-MMP act inh
CCCCN(CC)C(=O)Cc1cn(C)c2ccccc12,22,-2,4,3,i,-4,4,2,-7
CC1CCC(NC(=O)c2nn(C)c3c2CS(=O)(=O)c2ccccc2-3)CC1 (configuration not stated),5,-2,-4,1,i,8,10,-4,1
O=C1NC(=O)/C(=C\c2cn(CC(=O)N3CCOCC3)c3ccccc23)S1,5,-25,-3,-4,i,-3,3,-15,6
COc1cccc(CNC(=O)Cc2csc(NC(=O)Nc3ccccc3OC)n2)c1,2,-3,-3,1,i,-3,5,-10,3
c1ccc2[nH]c(N3CCOCC3)nc2c1,-4,8,-7,-4,i,4,-8,1,1
COc1cccc(CNc2ccc3c(c2)CCC3)c1,17,-15,-5,2,i,-23,-4,-3,-20
O=C(c1cc(Cl)nc2ccccc12)N1CCN(S(=O)(=O)c2cccc(C(F)(F)F)c2)CC1,7,0,-6,0,i,-2,10,1,2
Cc1ccc(CNc2cc(C(=O)O)ccc2Cl)s1,19,-5,-3,2,i,6,-5,-7,-1
CC(C)C1NCCc2c1sc1ccccc21 (configuration not stated),15,1,-1,0,i,8,-6,1,2
CCN1CCN(CC(=O)Nc2ccccc2)C(=O)C1=O,2,-5,-2,1,i,1,-10,-6,-2
Fc1cccc(F)c1-n1c(CN2CCCC2)csc1=S,-1,2,-5,7,i,-4,0,3,1
Cc1nc2oc3ccc(Cl)cc3c(=O)c2cc1C(=O)O,14,-46,-2,2,i,-29,-6,-5,-4
CN1CCN(CCc2nc3cc(NC(=O)COc4ccc(Cl)cc4)ccc3n2C)CC1,12,-2,2,-3,i,2,-5,-9,2
OCCc1c[nH]c2ccc(OCc3ccccc3)cc12,16,-2,-2,0,i,-6,-5,-4,2
CC1CN(S(=O)(=O)c2cccc(C(=O)Nc3ccccc3N3CCCCC3)c2)CC(C)O1 (configuration not stated),2,-14,0,0,i,4,27,-3,-6
CCC(C)Nc1nc(-c2ccc3c(c2)NC(=O)CO3)cs1 (configuration not stated),5,12,0,0,i,6,-3,-12,-1
COc1ccc(OC)c(S(=O)(=O)N(C)CC(=O)N2CCN(c3ccccc3)CC2)c1,1,1,1,2,i,15,-2,-5,3
COc1ccc(NC(=O)CN2C(=O)CC(C)S(=O)(=O)c3ccccc32)cc1 (configuration not stated),13,8,-3,-3,i,4,-4,4,0
Cc1cc(C)c(NC(=S)NC(=O)c2ccccc2)cc1C,13,22,-11,3,i,1,20,-8,-1
CCOC(=O)c1cc(CC)sc1NC(=O)c1ccc2c(c1)OCCO2,14,21,-1,-3,i,-5,31,-3,-1

# Bioassay records: PubChem BioAssay, several laboratories
